Source: PubChem
KB-V1 cytotox = kills drug-selected multidrug resistant KB-V1 cells. 400,000 tested, 3.4% active. AID 1347076. Potency, µM (highest dose often 46.1 µM), for inactives: at the top dose activity change, negative = cytotoxicity, actives largely listed as cytotoxic. KB-V1 MDR cells viability, CellTiter-Glo, 72 h; note: potency is the fitted concentration of half-maximal effect; % is set by controls: 0 for no effect and ±100 for the full control effect; nearly all actives have a fitted effect of over 60% in size
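Compound-treated KB-V1 multidrug-resistant cells, 72 h, 37 degrees C; viability by CellTiter-Glo. Fitted qHTS curves give the values.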
HT1080 IDH1KD tx = kills HT-1080 cells with IDH1 knockdown; HT-1080 IDH1 knockdown viability, ATP luminescence, 48 h; Potency, µM (top dose mostly 46.1 µM), for the others: at the highest dose activity, negative = toxicity, hits mostly cytotoxic; 360,000 tested, 2% active; AID 686971;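 note: potency is the fitted concentration of half-maximal effect; 0% = DMSO wells and -100% = cell-free medium wells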
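In this qHTS, HT-1080 cells depleted of IDH1 are exposed for 48 h at 37 °C to compound titrations. Toxicity is scored from CellTiter-Glo luminescence, with DMSO as full viability and medium alone as none.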
IL1B secr inh = blocks inflammasome-driven IL-1 beta release; AID 743279; activity change, % at 57.5 µM; THP-1 LPS/ATP IL-1B secretion, AlphaLISA, 16 h; active compounds read low; 360,000 tested, 4.7% active; in the data active = activity change below about -50%; inconclusive = mostly about -30% to -49%; note: % is set by controls: 0 for no effect and ±100 for the full control effect
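Secreted IL-1B measured by AlphaLISA bead assay after 16 h compound exposure of THP-1 cells; compounds (final up to 57.5 uM) added 1 h before LPS (250 ng/mL) and ATP (1.25 mM) stimulation; lower signal means less secretion.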
KB-3-1 cytotox = kills parental KB-3-1 adenocarcinoma cells. KB-3-1 viability, CellTiter-Glo ATP luminescence, 72 h. Potency, µM (series often up to 46.1 µM), for the others: top-dose activity change, negative = cytotoxic, most hits filed as cytotoxic. 400,000 tested, 1.4% active; note: potency is the fitted concentration of half-maximal effect; % is set by controls: 0 for no effect and ±100 for the full control effect; nearly all actives have a fitted effect of over 60% in size
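72 h, 37 °C compound treatment of KB-3-1 parental cells; CellTiter-Glo added, 10 min, luminescence read. Data corrected against DMSO-only plates and normalized before curve fitting.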
D3 ag = D3 dopamine receptor (human) agonism; P35462; D3R DiscoveRx beta-arrestin cells, luminescence, 90 min; max activation, %; 410,000 tested, 0.58% active; AID 652048; in the data active = max activation above about 30%; note: 0% is about no effect; mostly tested at two doses, the higher about 12 µM
Target sequence (P35462 whole entry, looked up): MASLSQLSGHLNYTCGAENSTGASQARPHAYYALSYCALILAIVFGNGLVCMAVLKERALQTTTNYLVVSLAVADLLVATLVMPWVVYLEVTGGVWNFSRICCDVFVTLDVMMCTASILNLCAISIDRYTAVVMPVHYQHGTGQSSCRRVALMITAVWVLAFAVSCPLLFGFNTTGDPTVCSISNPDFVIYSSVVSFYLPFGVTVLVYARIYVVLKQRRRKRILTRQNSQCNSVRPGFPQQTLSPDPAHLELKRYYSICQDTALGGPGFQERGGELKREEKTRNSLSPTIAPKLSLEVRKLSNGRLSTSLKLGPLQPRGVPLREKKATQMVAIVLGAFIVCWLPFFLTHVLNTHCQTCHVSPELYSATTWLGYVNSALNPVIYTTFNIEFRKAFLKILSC
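Agonist-mode cell screen: cells plated at 1500/well and incubated overnight at 37 °C, then exposed to library compounds for 90 min at 37 °C. Detection reagent was added for 30–60 min at room temperature, and luminescence was read.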
SW480 rereplic = DNA re-replication induction in SW480 cells. SW480 DNA re-replication, Hoechst DNA content imaging, 48 h. Potency, µM (doses to about 46.1 µM), for the others: at the highest dose re-replication activation, most hits filed as activators. 340,000 tested, 1.8% active. AID 624297; note: potency is the fitted concentration of half-maximal effect; % of control where 0% means no effect; nearly all actives have a fitted effect of over 55% in size
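Compounds, transferred as 23 nL by pin tool, were incubated with cells for 48 hr; DNA content per nucleus was then quantified by Hoechst staining and fluorescence plate imaging.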
DRD3 antagonist = blocks the human D3 dopamine receptor; max response, negative = inhibition, %; 360,000 tested, 2.5% active; D3R cells, DiscoveRx beta-arrestin luminescence, antagonist mode; active compounds read low; P35462; in the data active = max response below about -50%; inconclusive = no clear call, values can overlap the other calls; note: % is set by controls: 0 for no effect and ±100 for the full control effect; mostly tested at two doses, the higher about 12 µM
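Cells expressing the human receptor were seeded at 1500 cells/well, incubated overnight at 37 degrees C in 5% CO2, then exposed to library compounds with dopamine controls for 90 minutes at 37 degrees C before luminescent detection.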
GLP1R ag = GLP-1 receptor (human) agonism. P43220. HEK293 GLP-1R CRE-luciferase, luminescence, 4-6 h; cells express a hypersensitive GLP-1R form. Potency, µM (doses to about 45.6 µM), without a hit: at the top dose activation, most hits filed as activators. 380,000 tested, 0.007% active. AID 624172; note: potency is the fitted concentration of half-maximal effect; % of control where 0% means no effect
Target sequence (P43220 whole entry, looked up): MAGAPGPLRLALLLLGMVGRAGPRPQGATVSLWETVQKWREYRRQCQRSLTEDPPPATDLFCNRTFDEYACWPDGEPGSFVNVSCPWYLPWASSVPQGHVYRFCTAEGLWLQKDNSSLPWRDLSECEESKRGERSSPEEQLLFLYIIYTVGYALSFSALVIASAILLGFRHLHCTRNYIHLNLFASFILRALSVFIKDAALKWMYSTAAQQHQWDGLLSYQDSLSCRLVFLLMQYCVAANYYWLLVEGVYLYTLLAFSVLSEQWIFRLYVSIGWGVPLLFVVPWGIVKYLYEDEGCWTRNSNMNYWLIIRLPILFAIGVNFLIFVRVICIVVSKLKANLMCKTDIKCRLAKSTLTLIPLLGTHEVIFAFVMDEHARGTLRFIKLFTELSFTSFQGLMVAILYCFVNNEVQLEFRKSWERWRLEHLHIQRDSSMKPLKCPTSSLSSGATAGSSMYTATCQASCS
HT1080NT lethal = kills 2HG-producing HT-1080-NT fibrosarcoma cells; AID 686970; HT-1080-NT fibrosarcoma viability, CellTiter-Glo ATP luminescence, 48 h; Potency, µM (series often up to 46.1 µM), without a hit: at the highest dose activity, negative = less viability, most hits filed as cytotoxic; 360,000 tested, 1.6% active;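 note: NT is the 2HG producing partner of a matched IDH1 knockdown line; potency is the fitted concentration of half-maximal effect; 0% = DMSO-treated cells and -100% = media-only wells without cells; nearly all actives have a fitted effect of over 55% in size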
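A 48-hour cytotoxicity screen used HT-1080-NT cells plated 2 hours before compound delivery. ATP-based CellTiter-Glo luminescence measured viability, normalized to DMSO and no-cell controls.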
* = called active by the depositor; ? = inconclusive; · = no result given; & = joins results of further samples; [ ] = dose if it differs, or a comment. Unless noted, calls come from the whole dose curve; as a rule, active = well fitted curve in the direction sought with a large enough effect; inconclusive = small, poorly fitted or top-dose-only effect, or another doubt; inactive = no such curve, though single readings can be large; an effect the other way counts as inactive or inconclusive.

SMILES | KB-V1 cytotox | HT1080 IDH1KD tx | IL1B secr inh | KB-3-1 cytotox | D3 ag | SW480 rereplic | DRD3 antagonist | GLP1R ag | HT1080NT lethal
COCCNC(=O)C1CCC(CNS(=O)(=O)c2c(C)cc(C)cc2C)CC1 (configuration not stated) | 11.2% | 0.0% | -9.2 | -5.3% | 2.3 | -15.9% | -10.8 | -2.9% | 10.6%
COc1cccc(/C=N/NC(=O)c2ccc(=O)n(C)c2)c1O | -2.9% | ? | 142.6 | -20.4% | 12.9 | 13.9% | 6.5 | -1.3% | ?
COc1ccc(C(=O)NC2CCN(C(=O)Nc3ccccc3Cl)CC2)cc1 | -22.6% | -2.8% | 0.0 | 2.1% | -4.9 | 3.4% | -28.6 | 5.9% | 1.3%
O=C(Nc1cccc(OC(F)(F)F)c1)c1ccc(-c2cccnc2)c2ccoc12 | -15.1% | 20.0% | -5.0 | -0.7% | 6.5 | · | 57.1 | ? | -20.4%
CC1=C(C(=O)Nc2ccccc2C)C(c2ccncc2)n2nc(SCc3ccccc3)nc2N1 (configuration not stated) | ? | · | · | 0.1% | -5.8 | · | · | -1.4% | ·
Cc1ccn2c(NC(=O)c3ccccc3)c(-c3cccs3)nc2c1 | -1.5% | -7.6% | -1.4 | -4.9% | -20.6 | 2.3% | -15.8 | 13.9% | -7.5%
c1ccc2c(c1)NC1(CCCC1)n1c-2nc2ccccc21 | 0.0% | -22.9% | -79.3* | 6.3% | -9.0 | 0.1% | -19.2 | 1.5% | -1.4%
CC(C)CC(C)NNC(=O)c1cc2ccccc2[nH]1 (configuration not stated) | -24.9% | 1.9% | 20.2 | 6.5% | 0.9 | -10.4% | 10.6 | 0.8% | 5.3%
NC(=O)c1cc2ccccc2o/c1=N/NC(=O)c1ccccc1 | ? | 27.1% | -25.0 | 14.1% | 1.7 | -17.2% | -2.9 | 8.8% | 18.3%
CCCCn1c(N)c(N(CCOC)C(=O)c2oc3c(Cl)cccc3c2C)c(=O)[nH]c1=O | 23.1% | -10.6% | -6.6 | -3.1% | -12.5 | · | -24.8 | 11.8% | -0.4%
COc1cc(C(=O)NNC(=O)COc2ccc(Br)cc2)ccc1OCC(=O)N1CCOCC1 | ? | 5.5% | 9.3 | 25.9% | -2.8 | -20.7% | -8.4 | 4.7% | 2.3%
Cc1ccc(C(=O)OCC(=O)NC2CCCCCCC2)cc1C | 17.9% | 14.4% | 8.1 | 5.4% | 1.3 | · | 5.4 | 6.4% | 17.5%
Cc1ccc(NC(=O)N[C@H](C(=O)O)C(C)C)c(C)c1 | 8.0% | 19.2% | -5.0 | 3.0% | -3.4 | -13.6% | 8.4 | 0.5% | 20.5%
Cc1ccc2[nH]cc(CCNC(=O)c3cccnc3)c2c1 | -21.9% | 11.8% | 16.5 | -6.4% | -15.1 | 12.1% | 9.7 | -9.6% | 0.9%
N=c1c(C(=O)NC2CCCC2)cc2c(=O)n3ccccc3nc2n1C1CCCC1 | ? | 1.9% | 26.5 | ? | -5.0 | 16.4µM* | -11.9 | 8.0% | -3.1%
O=S(=O)(NCc1cccs1)c1ccc(Br)cc1 | -8.6% | 5.4% | -14.3 | -6.4% | -0.9 | -12.4% | 4.9 | 2.0% | -5.9%
Cc1cc(C)n(/N=C/c2cc(Cl)cc(Cl)c2O)c(=O)c1 | ? | -17.3% | 27.5 | 17.9% | -27.9 | 17.6% | -76.8* | 8.9% | -2.6%
COc1ccc(NC(=O)CS(=O)CC(=O)Nc2ccc(F)cc2F)cc1 (configuration not stated) | -7.4% | 1.1% | 13.2 | 22.8% | 4.1 | -15.1% | 20.3 | 4.1% | 3.8%
Clc1ccccc1-c1nnc(-c2ccc3c(c2)OCO3)o1 | ? | -3.7% | 14.8 | -0.6% | -4.4 | -0.3% | -10.6 | 14.2% | -12.3%
CCCCCN(C(=O)NC(=O)Nc1cccc(C)c1C)S(C)(=O)=O | -22.7% | 1.9% | 5.8 | 5.3% | 6.2 | -3.6% | ? | 6.8% | -7.8%
CSc1nc2ccc(NC(=O)c3nn(C(C)C)c(=O)c4ccccc34)cc2s1 | 6.8% | 0.0% | -52.1* | ? | 26.8 | -3.6% | 48.2 | -5.7% | -3.0%
COc1ccc2oc(C(=O)Nc3ccccc3N3CCOCC3)c(C)c2c1 | ? | 0.3% | 14.7 | ? | 3.1 | ? | 2.6 | 22.3% | -6.7%
Cc1ccc(C(c2nnnn2C2CCCCC2)N(C)C2CCCCC2)cc1 (configuration not stated) | 9.0% | 1.8% | -13.8 | -0.9% | 6.3 | 10.9% | -16.0 | -0.2% | 4.1%
NNC(=O)C1c2ccccc2Oc2ccccc21 | 23.7% | 1.6% | -6.2 | -0.8% | -9.3 | -11.5% | 4.1 | -4.4% | 3.4%
S=C(NCC1CCCO1)NC1CC1 (configuration not stated) | -11.9% | 10.8% | 15.1 | 6.1% | 6.0 | ? | -3.2 | 11.6% | 12.7%
(further entries)
SMILES | KB-V1 cytotox | HT1080 IDH1KD tx | IL1B secr inh | KB-3-1 cytotox | D3 ag | SW480 rereplic | DRD3 antagonist | GLP1R ag | HT1080NT lethal
CCc1ccc(CN(C)Cc2nc(Cc3ccc(OC)c(OC)c3)no2)nc1 | ? | 5.8% | 0.0 | -7.4% | -4.4 | -12.9% | -19.8 | 10.2% | -14.8%
COC(=O)C1C2C=CC3(CN(c4cccc(Cl)c4)C(=O)C13)O2 (configuration not stated) | -6.1% | 9.4% | 42.2 | -2.1% | 2.8 | 11.7% | 7.6 | -0.5% | 6.3%
CC(C)CC1NC(=O)N(Cc2cc(=O)n3ccsc3n2)C1=O (configuration not stated) | -0.6% | 8.6% | 19.2 | 15.3% | 0.6 | -4.5% | -3.8 | 4.7% | 0.1%
CC(C)(C)c1ccc(S(=O)(=O)NC(=O)C2(C)CCN2C(=O)CC2CCCCC2)cc1 (configuration not stated) | ? | 3.6% | 3.4 | 0.0% | -6.9 | · | ? | 1.2% | -5.1%
COc1ccc(NC(=O)CN2C(=O)C(C)Oc3ccccc32)c(OC)c1 (configuration not stated) | 16.4µM* | -25.1% | -9.7 | -8.1% | -10.7 | -15.3% | ? | -15.2% | 7.9%
CCOC(=O)C(=O)N(Nc1ccccc1C)c1ccccc1C | -0.5% | 2.8% | 23.1 | 2.1% | 0.3 | -58.7%[inhibitor] | 17.1 | -0.2% | ?
O=C(CCc1nnc(-c2ccccc2)o1)NCc1c(F)cccc1F | ? | 7.8% | 10.0 | 7.4% | -4.8 | -8.2% | 6.2 | -1.3% | 10.2%
COC(=O)c1sccc1NC(=O)Cc1ccc(Br)cc1 | ? | 0.1% | 1.9 | -9.1% | -1.5 | 0.1% | 15.5 | ? | -1.1%
O=c1onc(-c2ccc(Cl)cc2)n1Cc1ccc(F)cc1 | 0.6% | 1.7% | -0.4 | 0.5% | 2.0 | 1.5% | 6.2 | 1.4% | 4.5%
CCC(Sc1n[nH]c(=O)[nH]c1=O)C(=O)OCc1ccccc1 (configuration not stated) | 0.0% | -1.5% | 0.2 | -1.0% | 9.4 | -2.6% | 5.8 | 4.6% | 11.5%
CCCCOc1ccccc1Cn1c(=O)oc2ccc(C)cc21 | ? | -12.3% | 21.3 | -25.3% | -2.8 | -0.6% | -27.7 | 5.1% | -4.8%
COc1cc(OC)c(C(=O)NCC2CCCO2)cc1OC (configuration not stated) | 5.5% | 0.0% | 12.3 | 1.3% | 6.2 | -2.6% | 3.9 | -2.4% | 6.7%
O=C(OCn1nnc2ccccc2c1=O)c1cccc(S(=O)(=O)N2CCOCC2)c1 | 0.0% | -2.0% | 9.9 | -11.8% | 0.5 | 6.4% | 7.7 | 4.2% | -1.2%[9.24 µM]
CCOC(=O)C1CCN(C(=O)c2ccc(NC(=O)C3CCCO3)cc2)CC1 (configuration not stated) | 1.3% | 7.3% | -4.6 | 4.7% | 0.0 | 0.7% | 16.3 | -0.4% | -0.7%
COC(=O)c1c(NC(=O)Nc2ccc(Cl)cc2)sc(C)c1C | 3.4%&15.0% | -26.2% | 27.9 | 0.7%&-0.2% | 1.8&4.2 | ? | 19.2 | -4.3% | ?
O=C1CN(C(=O)c2c(F)cccc2F)C(c2ccccc2)c2cc(Br)ccc2N1 (configuration not stated) | 2.9% | ? | -19.4 | -6.1% | -3.3 | 6.5% | 4.5 | -1.6% | ?
CCOCc1cnc(C)nc1NCC(=O)c1c(C)[nH]c2ccc(OC)cc12 | 7.0% | 5.3%[9.24 µM] | 25.4 | ? | -5.8 | -10.3% | -3.2 | -1.4% | -7.4%
COc1ccc(OC(=O)c2cccnc2)cc1 | -10.7% | -12.1% | 18.5 | -2.9% | 9.3 | -6.9% | -15.0 | -6.6% | -2.3%
COc1cc(CC(=O)Nc2nc(-c3ccccc3)c(C(C)=O)s2)cc(OC)c1OC | -12.3% | -17.6% | -10.8 | -27.5% | 10.4 | -53.1%[inhibitor] | 17.0 | 9.0% | -21.9%
O=C(O)C1CCN(C(=O)c2ccco2)CC1 | 18.9% | 10.5% | -4.6 | 2.6% | -6.4 | -8.5% | 6.5 | 0.9% | 2.8%
Cc1cc(NC(=O)CSc2nc(C(C)C)nc3sc4c(c23)CCC(C)C4)no1 (configuration not stated) | ? | 12.9% | -21.8 | ? | 8.5 | -1.4% | -1.1 | 0.9% | 11.6%

Single records, as listed above. Order of values: KB-V1 cytotox | HT1080 IDH1KD tx | IL1B secr inh | KB-3-1 cytotox | D3 ag | SW480 rereplic | DRD3 antagonist | GLP1R ag | HT1080NT lethal
COc1cc(C(=O)NNC(=O)COc2ccc(Br)cc2)ccc1OCC(=O)N1CCOCC1 across the screens: ? | 5.5% | 9.3 | 25.9% | -2.8 | -20.7% | -8.4 | 4.7% | 2.3%
CCCCOc1ccccc1Cn1c(=O)oc2ccc(C)cc21 across the screens: ? | -12.3% | 21.3 | -25.3% | -2.8 | -0.6% | -27.7 | 5.1% | -4.8%
COc1ccc(NC(=O)CN2C(=O)C(C)Oc3ccccc32)c(OC)c1 (configuration not stated) across the screens: 16.4µM* | -25.1% | -9.7 | -8.1% | -10.7 | -15.3% | ? | -15.2% | 7.9%
O=C(O)C1CCN(C(=O)c2ccco2)CC1 across the screens: 18.9% | 10.5% | -4.6 | 2.6% | -6.4 | -8.5% | 6.5 | 0.9% | 2.8%
